Lipid storage S3: qHTS Assay for Lipid Storage Modulators in Drosophila S3 Cells; Drosophila S3 cells, BODIPY lipid droplet fluorescence, 18-24 h; cells fed with added oleic acid; lipid storage change, negative = inhibition, % at the top dose, mostly 46.1 µM; hits show Potency in µM; 320,000 tested, 0.64% active; AID 2685; active = well fitted inhibition curve with a large enough effect in the signal ratio, with a control signal flat, not every such curve was filed as active; inconclusive = small, poorly fitted or top-dose-only effect, or effect the other way, or a change in a side signal; the % refers to the signal ratio
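Laser-scanning cytometry quantifies lipid droplet accumulation (500–530 nm total intensity; droplet/cell object ratio) in oleic acid-fed (400 uM added) Drosophila S3 cells treated with a concentration series. 20 uM Triacsin C defined 100% inhibition.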
Lipid storage S3 cell count max: further read-out of Lipid storage S3, marked with its call; cell number change, %; measured here: cell count max response;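 cells counted by Cell Tracker Red CMTPX staining in the red channel; peak over a dose series mostly up to 46.1 µM; percent activity relative to internal control wells on each plate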
The depositor's hits bear a star; i = inactive; ? = inconclusive; . = no result given. % is scaled to controls: 0 for no effect and ±100 for the full control effect; potency is read from the fitted curve at half-maximal effect.

SMILES,Lipid storage S3,Lipid storage S3 cell count max
O=C(NNC(=O)C1CCN(Cc2ccc(F)cc2Cl)CC1)Nc1ccc([N+](=O)[O-])cc1,3%,7
O=C(NCC1CCCCC1)C1CCN(C(=O)NC2CCCCC2)CC1,?,.
C=CCN1C(=O)c2ccc(C(=O)NCC(=O)Nc3c(C)cc(C)cc3C)cc2C1=O,?,.
CSc1ncnc2c1ccn2CC(=O)Nc1ccc(C)c(C)c1,?,.
CCOc1ccccc1/C=N/NC(=O)CNC(=O)COc1ccccc1,?,.
CCOC(=O)/C(=C/c1ccc(Cl)cc1)NC(=O)c1ccco1,2%,.
CSC[C@H](NC(=O)COc1cc2c(c3oc(=O)c(C)c(C)c13)CCC(C)(C)O2)C(=O)O,?,.
O=c1oc2ccccc2c(NC(c2ccccc2)c2ccccc2)c1[N+](=O)[O-],?,.
Cc1cc2cc(CNC(=O)CCC(=O)O)ccc2[nH]1,?,.
COc1cc(C2Oc3ccccc3C=C2[N+](=O)[O-])cc(OC)c1OC (stereo not given),?,.
N#Cc1nc(Cc2cccc3ccccc23)oc1NCc1ccco1,?,.
COc1ccc(C2=NOC3(CC(=O)N(c4ccc(F)cc4)C3=O)C2)cc1 (stereo not given),-1%,.
CC(=O)N1CCc2cc(S(=O)(=O)N3CC(C)CC(C)C3)ccc21 (stereo not given),i,-8
Cc1cc(C)n(-c2ccc(C(=O)OCC(=O)c3ccc(Br)s3)cc2)n1,?,.
O=C(Nc1cccc(F)c1)c1ccc2c(c1)OCCO2,?,.
Cn1c(CNC(=O)CNC(=O)c2cccc(Cl)c2)cc(=O)n(C)c1=O,?,.
COc1cccc(-c2ccc(SCc3ccccn3)nn2)c1,?,.
O=C(O)CCNC(=O)/C(=C\c1ccco1)NC(=O)c1ccco1,-20%,-40
CC1(C)Cc2c(sc3ncnc(N)c23)CO1,-2%,-9
Cc1ccc(C(=O)NCCCc2ccccc2)c(C)c1,?,.

Four of these compounds in another layout.
Cc1cc(C)n(-c2ccc(C(=O)OCC(=O)c3ccc(Br)s3)cc2)n1
  Lipid storage S3 = ?
  Lipid storage S3 cell count max = .

O=C(Nc1cccc(F)c1)c1ccc2c(c1)OCCO2
  Lipid storage S3 = ?
  Lipid storage S3 cell count max = .

Cn1c(CNC(=O)CNC(=O)c2cccc(Cl)c2)cc(=O)n(C)c1=O
  Lipid storage S3 = ?
  Lipid storage S3 cell count max = .

COc1cccc(-c2ccc(SCc3ccccn3)nn2)c1
  Lipid storage S3 = ?
  Lipid storage S3 cell count max = .

Other compounds follow.
SMILES,Lipid storage S3,Lipid storage S3 cell count max
Cc1oc(-c2cccc(Cl)c2)nc1CN1CCC(C(=O)NCC2CCCO2)CC1 (stereo not given),1%,1
Cc1ccc(NC(=O)CCS(=O)(=O)c2ccc3c(c2)NC(=O)C(C)S3)nc1 (stereo not given),i,-15
COc1ccc(-c2csc(NC(=S)NC(=O)c3cccs3)n2)cc1Br,?,.
COC(=O)c1ccc(NS(=O)(=O)NC(=O)c2cn(C)c3ccccc23)cc1,i,6
CCOC(=O)C(=O)/C(=C\N(C)C)c1onc(-c2c(F)cccc2Cl)c1C(=O)OC,i,.
Cc1cc([N+](=O)[O-])nn1CCCC(=O)Nc1cc(Oc2ccc(F)cc2)cc([N+](=O)[O-])c1,-11%,19
O=C(CC1Oc2ccccc2NC1=O)NCc1ccccc1 (stereo not given),?,.
COc1ccc(S(=O)(=O)N2CCCCC2)cc1NC(=O)c1ccc2c(c1)OCO2,?,.
O=C(Nc1ccc2c(c1)OCO2)N1CCN(c2ccccc2)CC1,?,.
CCCS(=O)(=O)N1CCN(CC2CC=CCC2)CC1 (stereo not given),?,.

Some of these compounds in order of number of heavy atoms, lowest first.
SMILES,Lipid storage S3,Lipid storage S3 cell count max
O=C(CC1Oc2ccccc2NC1=O)NCc1ccccc1 (stereo not given),?,.
Cc1ccc(NC(=O)CCS(=O)(=O)c2ccc3c(c2)NC(=O)C(C)S3)nc1 (stereo not given),i,-15
Cc1oc(-c2cccc(Cl)c2)nc1CN1CCC(C(=O)NCC2CCCO2)CC1 (stereo not given),1%,1
Cc1cc([N+](=O)[O-])nn1CCCC(=O)Nc1cc(Oc2ccc(F)cc2)cc([N+](=O)[O-])c1,-11%,19

Next section
SMILES,Lipid storage S3,Lipid storage S3 cell count max
CCN(CCN(C)C)C(=O)C1CCN(S(=O)(=O)c2c(C)noc2/C=C/c2ccccc2F)CC1,i,-8
O=c1[nH]c(/C=C/c2ccc(Br)cc2)nc2ccccc12,?,.
CCN(CC)S(=O)(=O)c1ccc(N/N=C/c2ccc(O)cc2)nc1,?,.
Cc1cccnc1NC(=O)c1ccccc1NC(=O)C(C)(C)C,11%,14
COc1ccc(Nc2ccc3c(c2)=NC2(CCCCC2)[N+]=3[O-])cc1,?,.
CCCC1(C(=O)OCC)NC(c2cc(OC)c(OC)c(OC)c2)C2C(=O)N(CC)C(=O)C21 (stereo not given),?,.
O=C(O)CC(NC(=O)C1CCCCC1)c1ccc(OC2CCCC2)cc1 (stereo not given),-7%,-22
COc1ccc(S(=O)(=O)Nc2ccc(-n3cnnn3)cc2)cc1Br,?,.
CC1(C)N([O-])c2cc([N+](=O)[O-])ccc2[N+]1=O,?,.
NC(=O)c1cc(S(=O)(=O)N2CCCCC2)cs1,-11%,10
COc1cc(/C=N/N2CCN(c3ccccc3OC)CC2)ccc1O,?,.
Cc1sc(NC(=O)c2ccco2)c(C(c2ccccc2)N2CCC(C)CC2)c1C (stereo not given),19%,1
CN1CCCN(C2C3CC4CC(C3)CC2C4)CC1 (stereo not given),6%,-17
CC1CN(C(=O)CCC(=O)NCCCN2CCC(Cc3ccccc3)CC2)c2cc(Cl)ccc2O1 (stereo not given),-15%,-25
Cc1cc(Br)c(OCc2ccc(C(=O)N/N=C3\CC(=O)CC(C)(C)C3)cc2)c(Br)c1,?,.
CCc1cccc(CC)c1NC(=S)NCc1nc2ccccc2[nH]1,14%,14
CCn1c(C)[n+](Cc2ccccc2)c2ccc(C(=O)OC)cc21,-3%,10
CCOC(=O)c1cnc2cc3c(cn2c1=O)CCCC3,-20%,-12
COc1ccc(CCNC(=O)CCNC(=O)N2CC(=O)Nc3ccccc32)cc1,-16%,.
Cc1ccc(/C(N)=N/OC(=O)CCC2CCCC2)cc1,?,.
Cc1ccc(C(=O)N2CCN(c3ccc(NC(=O)COc4ccccc4C)cc3)CC2)cc1,3%,10
O=C(Cn1nnc2ccccc21)N1CCCCC1,0%,-9
Cc1cc(=O)n2c(n1)OC(CO)C2 (stereo not given),-1%,2
CCN(CC(=O)Nc1ccc(NC(C)=O)cc1)C(=O)CCCc1nc2ccccc2c(=O)[nH]1,-2%,-14
Cc1cc(C)cc(NC(=O)CSc2n[nH]c(-c3cccnc3)n2)c1,?,.
CN(c1ncc(C(F)(F)F)cc1Cl)N1C(=O)c2cccc([N+](=O)[O-])c2C1=O,?,.
CCn1c(=O)cc(SCC(=O)NCCCN2CCN(c3ccccc3F)CC2)c2ccccc21,i,.
O=C(c1ccc(F)cc1)C(CCCCCC(CN1CCOCC1)C(=O)c1ccc(F)cc1)CN1CCOCC1 (stereo not given),12%,-2
Cc1nc(C)c(C(=O)NCc2ccc(Cl)cc2)o1,?,.
CCOc1ccc(-n2c(C)nc3cc(C(=O)NCCCN4CCOCC4)ccc32)cc1,-6%,2
Cc1ccc(C)c(OCc2cc(C(=O)N3CCN(C(=O)c4ccco4)CC3)no2)c1,11%,-22
O=C(CN1CCN(c2ccccc2)CC1)Nc1ccccc1Sc1ccccc1,-4%,-9
O=[N+]([O-])c1ccc(Sc2cc[n+]([O-])c3ccccc23)c([N+](=O)[O-])c1,?,.
CCN1CCN(c2nc(Nc3ccc(NC(C)=O)cc3)nc(Nc3ccc(NC(C)=O)cc3)n2)CC1,?,.
COCCn1nnnc1CN1CCN(C(=O)c2ccco2)CC1,-1%,3
CC(=O)N1c2ccc(S(=O)(=O)NCCC(=O)Nc3ncccc3C)cc2CC1C (stereo not given),i,7
O=C(NCCN1CCOCC1)/C(=C\c1ccccc1F)NC(=O)c1ccccc1,?,.
C[C@]12CCC(=O)CC1CCC1C2CC[C@@]2(C)C1CC[C@@]21CCO1 (stereo not given in full),?,.
CCC1CC(C)(C(=O)Nc2ccc(S(N)(=O)=O)cc2)OC1=O (stereo not given),?,.
Cc1ccc(C)c(/C(O)=C2/C(=O)C(=O)N(CCN3CCOCC3)C2c2ccc(C)o2)c1 (stereo not given),27%,12
CN(C(=O)COC(=O)c1cccc(S(=O)(=O)N2CCOCC2)c1)C1CCS(=O)(=O)C1 (stereo not given),?,.
COc1ccccc1NC(=O)Cc1csc(N)n1,22%,2
CCOc1ccc(N(CC(=O)N/N=C/c2cccnc2)S(C)(=O)=O)cc1,6%,11
COc1ccccc1NS(=O)(=O)c1cccc(C(=O)OCC(=O)NC2CC2)c1,14%,18
Cn1c(N)c(C(=O)COC(=O)/C=C/c2ccc(F)cc2)c(=O)n(C)c1=O,16%,6
CCOC(=O)c1cccc(NC(=O)CCNS(=O)(=O)c2cccc3nonc23)c1,-9%,14
COc1ccc(N(CC(=O)Nc2c(C)n(C)n(-c3ccccc3)c2=O)S(=O)(=O)c2ccc(C)cc2)cc1,-1%,-1
CC(=O)Nc1ccc(S(=O)(=O)N/N=C/c2ccc(C)o2)cc1,?,.
CCN(c1ccc(OC)cc1)S(=O)(=O)c1ccc2c(c1)CCN2C(=O)CCC(=O)O,?,.
COc1cccc(C2C(C(=O)Nc3nc4ccccc4s3)=C(C)NC3=C2C(=O)CC(C)(C)C3)c1OC (stereo not given),12%,4

(cont.)
SMILES,Lipid storage S3,Lipid storage S3 cell count max
Cc1ccc(NC(=O)CN2C(=O)NC3(CCCCCCC3)C2=O)cc1C,?,.
O=C(Nc1cccc(NC(=O)c2cccs2)c1)c1cccnc1,?,.
Cn1c(SCc2cccc(F)c2)nnc1-c1ccncc1,-1%,11
COc1ccc(Cl)cc1NC(=O)CN(C)C(=O)c1cc(-c2ccncc2)nc2ccccc12,?,.
COc1ccc(C(C[N+](=O)[O-])c2c(C)[nH]c3ccccc23)cc1OC (stereo not given),4%,8
Cc1sc2nc(SCCN(C)C)n(-c3ccccc3)c(=O)c2c1-c1ccc(F)cc1,?,.
Cc1nn(C(C)C(=O)N2CCOCC2)c(=O)c2nn(-c3ccccc3)c(C)c12 (stereo not given),?,.
CCCCCc1c(C)c(C#N)c2nc3ccccc3n2c1-n1ccnc1C,-18%,-27
Cc1ccc(S(=O)(=O)N(C)C)cc1-n1c(SCC(=O)Nc2ccc(F)c(F)c2F)nc2ccccc2c1=O,?,.
Cc1nc(NC(=O)c2cnccn2)ccc1Br,5%,0
Cn1c(=O)[nH]c(=O)c2c1nc1n2CC(O)CN1c1ccccc1 (stereo not given),6%,17
Cc1nnc(SCCn2c(N3CCN(Cc4ccccc4)CC3)nc3c2c(=O)[nH]c(=O)n3C)s1,?,.
COc1ccc(O)c(/C=N/NC(=S)Nc2cccnc2)c1,?,.
CC1Nc2ccc(C(=O)NC3CCCCC3)cc2NC1=O (stereo not given),23µM*,18*
CCCCN(C)CCCNC(=O)c1cccc(N2CCCC2=O)c1,?,.
COc1ccc(C2/C=C\CN(C(=O)c3ccccc3)[C@H](Cc3ccccc3)C(=O)N2Cc2ccc(F)cc2)cc1 (stereo not given in full),?,.
O=C(NC1CC1)C1CCN(c2nc3ccccc3s2)CC1,?,.
Cc1cc(C(=O)N/N=C\c2ccc(COc3ccc([N+](=O)[O-])cc3)o2)ccc1[N+](=O)[O-],?,.
c1ccc(CCN2CCN(c3ncnc4c3cnn4-c3ccccc3)CC2)cc1,-15%,.
CC(=O)Nc1ccc(NC(=O)CSc2nnc(-c3ccc(NS(C)(=O)=O)cc3)n2C)cc1C,?,.
COc1ccc(Cc2nc3ccc(C(=O)N4CCCN(C=O)CC4)cc3o2)cc1,?,.
CCCN(C(=O)CCOc1ccc(C(C)(C)C)cc1)c1c(N)n(Cc2ccccc2)c(=O)[nH]c1=O,?,.
Cc1cc(Br)ccc1SCC(=O)OCC(=O)Nc1ccccc1C#N,7%,5
O=C(COC(=O)c1ccc(OC(F)F)cc1)NCCC1=CCCCC1,2%,-4
CC(Sc1nnnn1C)C(=O)Nc1ncc(Cl)cc1Cl (stereo not given),?,.
COCC(C)n1c(C)cc(C(=O)COC(=O)C2=NN(c3ccccc3)C(=O)CC2)c1C (stereo not given),?,.
O=C(c1ccc(Cl)c(NC2=NC3CS(=O)(=O)CC3S2)c1)N1CCN(c2ccc(F)cc2)CC1 (stereo not given),?,.
Cc1ccc(NC(=O)Cc2n[nH]c(=S)n2C)cc1,?,.
O=C(Nc1cc(C(F)(F)F)ccc1N1CCCCC1)c1ccco1,?,.

Screening data as filed in PubChem.

Only part of the results is shown, so the mix of outcomes need not match the whole.
